Growth percent in the NCI-60 one-dose screen (48 h, 10 µM unless noted): 100 = growth as untreated, 0 = no growth, -100 = all killed.
NCI-H226: NCI-H226 lung cancer. 3.5% of 79,000 active. AID 1794732
A498: A498 renal cancer cells; 5.4% of 76,000 active; AID 1794774
NCI-H460: NCI-H460 lung cancer; 6.8% of 82,000 active; AID 1794736
RXF 393: RXF 393 renal cancer cells; AID 1794773; 6.9% of 77,000 active
HT29: HT29 colon cancer | 7.4% of 81,000 active
NCI-H23: NCI-H23 lung cancer | 4% of 80,000 active | AID 1794731
NCI-H322M: NCI-H322M lung cancer | 2.7% of 80,000 active | AID 1794733
COLO 205: COLO 205 colon cancer; 7.3% of 79,000 active; AID 1794742
NCI-H522: NCI-H522 lung cancer | 8% of 78,000 active
An asterisk follows results filed as active; nt = not tested or not shown; & = joins results of further samples. Rule for the calls: active = growth percent below 10; inactive = the rest.

cpd	smiles	NCI-H226	A498	NCI-H460	RXF 393	HT29	NCI-H23	NCI-H322M	COLO 205	NCI-H522
1	CC(=O)[C@H]1C[C@]23CC[C@]4(C)[C@H](CC[C@@H]5[C@@]6(C)CCC(=O)C(C)(C)[C@@H]6CC[C@]54C)[C@H]2[C@H](C)C1(C)OC3	95	68	95	76	109	91	107	112	nt
2	N#CC(C#N)=C(C#N)NC12CC3CC(CC(C3)C1)C2	102	111	103	105	97	100	94	111	97
3	CC(N)C(Cc1ccc(Cl)cc1)c1ccccc1 (stereo unspecified)	74	72	91	73	78	89	99	90	76
4	O=S(=O)(OCC(COS(=O)(=O)c1ccccc1)(OS(=O)(=O)c1ccccc1)OS(=O)(=O)c1ccccc1)c1ccccc1	99	86	103	nt	107	113	94	119	98
5	CCCCn1c(=O)[nH]c(N)c(C(c2cccc(OC)c2)c2c(N)[nH]c(=O)n(CCCC)c2=O)c1=O	98	121	96	81	94	102	90	110	62
6	ClCc1ccccc1CSc1ncnc2nc[nH]c12	121	159	127	129	93	97	93	105	72
7	CCCCCCC(=O)c1ccco1	90	105	108	104	106	101	108	124	102
8	CCOC(=O)c1c(Nc2ccccc2)nn2c(-c3ccco3)c(C#N)cnc12	77	45	93	82	100	nt	97	99	83
9	CC(=O)N(N=Nc1ccccc1)c1cccc2ccccc12	93	115	56	90	35	87	94	92	75
10	CC1(C)CC(=O)C2=C(C1)N(CCc1ccc(S(N)(=O)=O)cc1)C1=C(C(=O)CC(C)(C)C1)C2c1cccs1	116	nt	105	nt	110	98	100	120	90
11	COc1ccc(-c2nnc3sc(-c4ccccc4-c4nc5ccccc5s4)nn23)cc1	nt	74	78	75	94	88	nt	115	74
12	N#Cc1c(N=Cc2ccc(O)cc2)n[nH]c1Nc1ccccc1	115	105	102	132	125	113	105	110	124
13	COc1ccc(N=C2c3ccccc3-c3ccccc32)cc1	95	nt	90	nt	88	82	98	100	65
14	Nc1ccccc1Sc1cc(Cl)nnc1Cl	112	88	102	nt	106	98	114	133	nt
15	CCn1cc(-c2cc(-c3ccc(Cl)cc3)[nH]c(=O)c2C#N)c(-c2ccc(Br)cc2)n1	82	79	97	80	83	94	97	99	48
16	O=C1c2cccc3c(-c4ccc(F)cc4)ccc(c23)C(=O)N1c1nc2ccccc2s1	95	99	93	104	110	94	88	106	95
17	COc1cccc(CNc2nnc(C)c(C)n2)c1O	89	95	102	123	105	96	108	109	91
18	Cc1cc(=O)n2nnc3c4ccccc4ccc3n12	60	108	84	98	85	94	96	8.8*	88
19	OC(c1ccccc1)C(Cc1ccccc1)N1CCOCC1 (stereo unspecified)	99	97	110	114	110	106	96	116	112
20	O=C(O)CNC(=O)C1(N2C(=O)c3ccccc3C2=O)CCCC1	97	100	113	96	105	101	106	112	nt
21	Clc1ccc(-c2ccc(-c3nn4c(-c5ccccc5)nnc4s3)o2)cc1	112	83	107	97	106	nt	96	111	101
22	COc1ccc(C2NC(=O)c3cc(OC)c(OC)cc3N2)cc1 (stereo unspecified)	nt	69	107	125	103	105	127	114	94
23	Nc1ccc(-c2nnc3n2N=CC(c2ccc(O)cc2)S3)cc1 (stereo unspecified)	95	99	100	nt	98	80	85	99	nt
24	COc1cc(CNC(=O)CCCC/C=C/C(C)C)ccc1OCc1nnc(SCCc2c[nH]c3ccccc23)o1	67	73	90	nt	70	67	89	71	59
25	CC(c1ccccc1)C1(O)CCCC1 (stereo unspecified)	100	nt	110	nt	103	97	95	109	91
26	CCN(Cc1cccc(S(=O)(=O)O)c1)c1ccc(C(=C2C=CC(=[N+](CC)Cc3cccc(S(=O)(=O)O)c3)C=C2)c2ccccc2Cl)cc1	91&111	101&105	107&113	97&104	107&119	90&111	102&119	111&119	92&90
27	Cc1cc(C)nc(SCC(=O)Nc2cccc(N=Cc3c(O)ccc4ccccc34)c2)n1	89	87	106	100	91	102	93	107	72
28	COc1ccc(-c2nc3ncccn3c2-c2nnc(-c3ccsc3C)o2)cc1	62	99	60	83	103	80	84	110	54
29	CSc1nnc(-c2ccc(NC(=O)c3cccnc3)cc2)n1N	106	88	104	124	108	109	108	115	95
30	N#CC(C#N)=CN	103	59	105	107	106	109	104	112	103
31	C#CCOC(=O)Nc1ccccc1	108	75	103	124	112	99	106	106	101
32	CCOP(=O)(Cc1ccc(N(CCO)CCO)cc1)OCC	101	108	108	103	106	101	99	114	101
33	N#CCSc1nc(-c2cnccn2)cc(-c2cccs2)c1C#N	92	83	99	107	104	90	89	110	94
34	O=C1CCC(NC(=S)Nc2ccccc2)N1 (stereo unspecified)	103	nt	115	117	98	91	100	120	93
35	Cn1c(-c2ccccc2)cs/c1=N\S(=O)(=O)c1ccc(NNc2c3ccccc3nc3ccccc23)cc1	81	74	90	105	98	83	96	95	77
36	O=c1[nH]c2ccccc2c2ccccc12	89	100	99	103	111	97	97	107	113
37	COc1ccc(-c2nn(-c3ccc(NC(=O)c4ccc(Cl)c(Cl)c4)cc3)cc2-c2ccncc2)cc1Cl	76	-0.1*	21	-82*	-28*	nt	69	-27*	54
38	Nc1ncc(-c2ccc3ncnc(Nc4ccc(F)c(Cl)c4)c3c2)cn1	55	23	12	33	33	56	33	32	43
39	O=S1(=O)CS(=O)(=O)OCCCCCO1	117	90	102	104	104	104	99	106	112
40	OCc1cnccc1NC1CCCCCC1	106	103	111	115	97	95	92	112	88
41	COc1cc(/C=C/C(=O)c2cc(OC)c(OC)c(OC)c2)ccc1Oc1nc2c(c(=O)n(C)c(=O)n2C)n1C	-35*	29	-5.3*	-89*	-51*	-51*	0.0*	-77*	-69*
42	CCc1c(C)c2ccc3oc(=O)c(=O)[nH]c3c2oc1=O	99	95	103	111	109	99	106	120	100
43	COc1ccc(/C=C\C(=O)c2ccc(Cl)cc2)cc1OC	98	nt	103	101	86	99	103	108	75
44	O=C(Nc1ccc(Oc2ccc(NC(=O)Nc3ccc([N+](=O)[O-])cc3)cc2)cc1)Nc1ccc([N+](=O)[O-])cc1	24	13	2.8*	29	8.5*	-18*	23	-51*	-15*
45	N#Cc1ccc(C(=O)NCCCNc2nccc(-n3ccc4cccnc43)n2)cc1	102	101	102	104	108	103	103	100	96
46	CN(C)c1ncnc2c1ncn2-c1ccccc1	107	nt	106	117	95	108	109	118	nt
47	COc1ccc(/C=C2\CCCC3=C2NC(N)=NC3c2ccc(OC)cc2)cc1 (stereo unspecified)	77	85	99	99	93	94	nt	112	77
48	CCOC(=Nc1ccc(C#N)cc1)SC(c1ccccc1)(c1ccccc1)c1ccccc1	86	84	111	96	109	99	94	102	93
49	COc1ccc(-n2cc(-c3ccc(OC)c(OC)c3)nc2SCc2cccc(C#N)c2)cc1	88	104	91	83	101	93	106	98	79
50	N#C/C(=C\c1ccc(Br)cc1)n1nnc2cccc(F)c21	42	nt	-47*	-24*	12	24	32	-12*	18

Reformatted screen by screen: entries from further up
(42) CCc1c(C)c2ccc3oc(=O)c(=O)[nH]c3c2oc1=O
(25) CC(c1ccccc1)C1(O)CCCC1 (stereo unspecified)

screen / no. | 42 | 25
NCI-H226 | 99 | 100
A498 | 95 | nt
NCI-H460 | 103 | 110
RXF 393 | 111 | nt
HT29 | 109 | 103
NCI-H23 | 99 | 97
NCI-H322M | 106 | 95
COLO 205 | 120 | 109
NCI-H522 | 100 | 91

Later entries
cpd	smiles	NCI-H226	A498	NCI-H460	RXF 393	HT29	NCI-H23	NCI-H322M	COLO 205	NCI-H522
51	c1cnc2[nH]cc(-c3csc(-c4cn(CCCN5CCCCC5)c5ccccc45)n3)c2c1	77	84	10	52	-56*	80	84	-74*	79
52	COc1cc(NC(=O)Cc2cc3c(OC)c(OC)c(OC)cc3nc2CCC(N)=O)cc(OC)c1OC	102	108	112	116	105	97	103	101	106
53	CCCCCCCOc1ccc(S(=O)(=O)Nc2ccc(C)c(F)c2C(=O)O)cc1	88	102	102	114	121	93	100	122	84
54	COc1ccc(N2CCN(C(=O)CCSc3nnc4n(Cc5ccccc5)c(=O)c5c6c(sc5n34)CCCC6)CC2)cc1	105	102	104	114	94	103	98	108	78
55	CCN(CC)CCOC(=O)c1ccc(N=C=S)cc1	106	92	107	129	97	102	107	104	102
56	CC(C)[C@H]1C(=O)O[C@H](C(C)C)C(=O)N1C	82	93	90	97	94	87	95	91	82
57	Cc1nc(=S)c2cnn(-c3ccc([N+](=O)[O-])cc3)c2[nH]1	108	89	104	136	99	99	97	113	81
58	Nc1nc(SC2CCCCC2)c2[nH]cnc2n1	88	98	93	85	101	104	129	96	78
59	Cc1ccc(/C=C2\SC(=S)N(CC(=O)O)C2=O)cc1	94	nt	104	99	102	101	102	112	90
60	O=C1c2ccccc2-c2ccc([N+](=O)[O-])cc21	100	94	113	110	95	119	110	121	84
61	O=C1NC(=S)NC(=O)C1Cn1cnc2ccccc21	104	82	104	116	105	97	101	110	98
62	Cn1cc(-c2csc(-c3cn(CCNC(=O)OC(C)(C)C)c4ccc(Br)cc34)n2)c2cccnc21	85	92	88	101	71	92	86	81	86
63	CCCCOc1nc2ccc(C)cc2cc1/C=C/C(=O)/C=C(O)/C=C/c1cc2cc(C)ccc2nc1OCCCC	102	116	106	108	101	92	92	114	85
64	O=C(/C=C/C12c3ccccc3C(c3ccccc31)C1C(=O)NC(=O)C12)c1ccncc1 (stereo unspecified)	79	87	25	13	12	23	36	78	28
65	O=C1/C(=C/c2ccc(Cl)cc2)N=C2Sc3cc(Cl)ccc3C(=O)N12	95	91	107	105	99	103	110	108	79
66	Cc1cc2c(s1)CCCC1CC(=O)N(CCN3CCN(C)CC3)N=C21 (stereo unspecified)	110	114	102	95	106	104	102	97	93
67	COC(=O)C1=C(C)NC(C)=C(C(=O)OCCN(C)Cc2ccccc2)C1c1cccc([N+](=O)[O-])c1 (stereo unspecified)	94	77	82	86	61	85	74	79	89
68	Cc1c(C)c(C)c([N+](=O)[O-])c([N+](=O)[O-])c1C	104	68	108	107	102	107	116	115	99
69	O=C(CCN1CCCC1)Nc1ccc2c(Nc3ccc(F)cc3)c3ccccc3nc2c1	43	nt	-66*	7.9*	4.1*	-13*	-15*	-33*	-23*
70	COC1=CC(CO[Si](C)(C)C)=CC2C(O)c3ccccc3N3C(=O)COC123 (stereo unspecified)	92	116	103	112	107	88	105	113	95
71	O=C1NC(=O)C(c2ccc(C(=O)/C=C/c3c[nH]c4ccccc34)cc2)C(=O)N1	101	82	113	96	106	100	104	102	87
72	NC(=S)N1N=C(c2ccc3c(c2)OCO3)CC1c1ccc(F)cc1 (stereo unspecified)	100	nt	nt	93	43	88	103	120	nt
73	CCN(CC)Cc1cc(C(C)(C)c2ccccc2)cc(C2CCCCC2)c1O	100	106	103	101	96	105	103	110	97
74	O=C(O)CCCCCCCCCCSCc1ccccc1	92	nt	99	nt	101	99	100	118	89
75	O=C(C1=Cc2cccn2Cc2cnnn21)c1ccc(O)cc1	95	98	107	101	107	102	103	115	100

Compound profiles, as listed above. Order of screens: NCI-H226	A498	NCI-H460	RXF 393	HT29	NCI-H23	NCI-H322M	COLO 205	NCI-H522
CCN(CC)CCOC(=O)c1ccc(N=C=S)cc1 is listed with 106	92	107	129	97	102	107	104	102
Cn1c(-c2ccccc2)cs/c1=N\S(=O)(=O)c1ccc(NNc2c3ccccc3nc3ccccc23)cc1 is listed with 81	74	90	105	98	83	96	95	77
Cc1cc2c(s1)CCCC1CC(=O)N(CCN3CCN(C)CC3)N=C21 (stereo unspecified) is listed with 110	114	102	95	106	104	102	97	93
COc1ccc(-n2cc(-c3ccc(OC)c(OC)c3)nc2SCc2cccc(C#N)c2)cc1 is listed with 88	104	91	83	101	93	106	98	79

The main list resumes, repeating the 2 entries before the break.
cpd	smiles	NCI-H226	A498	NCI-H460	RXF 393	HT29	NCI-H23	NCI-H322M	COLO 205	NCI-H522
74	O=C(O)CCCCCCCCCCSCc1ccccc1	92	nt	99	nt	101	99	100	118	89
75	O=C(C1=Cc2cccn2Cc2cnnn21)c1ccc(O)cc1	95	98	107	101	107	102	103	115	100
76	COC(=O)c1cc(N)cc(C(=O)OC)c1	105	99	112	113	117	106	115	115	97
77	CNC1(C#N)CCN(Cc2ccccc2)CC1	104	110	108	99	102	98	336	nt	90
78	COc1cccc(CNc2c3ccccc3nc3ccccc23)c1	48	3.6*	10	14	19	37	44	9.6*	62
79	CN1CCN(c2nc3ccccc3c3c2C2CCCN(C2)C3=O)CC1 (stereo unspecified)	109	94	106	117	105	103	107	nt	112
80	Cc1ccccc1N1C(=O)CSC1=S	98	81	144	91	103	85	97	152	80
81	O=C(C(=Cn1c(=O)cc[nH]c1=S)C(=O)c1ccccc1)c1ccccc1	102	102	103	113	98	94	101	103	88
82	CCOC(=O)c1ccc(Nc2nnc(CSc3nc(C)cc(C)n3)s2)cc1	72	70	75	80	71	88	83	76	43
83	O=c1[nH]c2ccccc2cc1-c1nnc(-c2ccc(Cl)cc2)o1	93	107	105	101	103	93	86	97	83
84	Cc1nnc2c3nnc(Cc4ccccc4)n3c3ccccc3n12	85	100	98	97	83	102	112	91	79
85	COc1cc(N=Nc2ccccc2C(=O)O)ccc1O	126	104	115	150	97	100	121	124	69
86	Nc1ccccc1-c1ccc(-c2ccccc2)c2c1[nH]c1ccccc12	97	nt	106	100	87	109	85	94	75
87	Cc1ccc(S(=O)(=O)Nc2ncc(-c3nc4ccccc4[nH]3)c(N)n2)cc1	95	94	109	116	107	93	95	111	95
88	O=C(Cn1cncn1)Nc1ccc(-c2nc3ccccc3s2)cc1	75	88	97	125	105	88	101	107	87
89	CN(C)CCCN(Cc1ccccc1O)C(=O)Nc1ccc(F)cc1	95	96	101	101	108	106	101	110	98
90	N/C(=N\c1nc2ccccc2s1)C(Cl)(Cl)Cl	85	118	100	121	100	96	83	112	96
91	COc1cc(NC(=O)CSc2nc3ccccc3c(=O)n2CCc2ccccn2)cc(OC)c1OC	99	86	105	106	114	95	98	119	87
